Screens: PubChem BioAssay, National Center for Advancing Translational Sciences (NCATS)
CBFb-RUNX1 inh – blocks binding between human CBF-beta and RUNX1; Potency, µM (doses to about 59.8 µM), for the others: at the highest dose activity, negative = inhibition, usual class: inhibitors; 230,000 tested, under 10 active; AlphaScreen CBFb-His/RUNX1-biotin binding, biochemical; Q01196+Q13951; AID 1477; also: % of control where 0% means no effect
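AlphaScreen proximity signal reports loss of binding between His-tagged CBF-beta and biotin-labelled RUNX1, each at 30 nM. Proteins are pre-associated for 20 minutes, compounds added for 15 minutes, then beads for 90 minutes, all at ambient temperature.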
Lamin A splicing – changes lamin A minigene splicing in HeLa cells; HeLa LMNA splicing GFP/RFP minigene ratio, 48 h; hit rate 0.01% among 200,000; Potency, µM (series often up to 46.1 µM), inactives show top-dose ratio change, negative = inhibition, usual class: inhibitors; active = well fitted inhibition curve with a large enough effect in the signal ratio, with a control signal flat, not every such curve was filed as active; inconclusive = small, poorly fitted or top-dose-only effect, or effect the other way, or a change in a side signal; the % refers to the signal ratio; also: potency is read from the fitted curve at half-maximal effect; % is scaled to controls: 0 for no effect and ±100 for the full control effect
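Read-out is the ratio of GFP to DsRed2 object intensity, acquired by 488 nm laser-scanning cytometry on HeLa lamin A-EGFP minigene reporter cells. Compound incubation 48 hrs at 37 °C in Opti-MEM with 2% FBS; DMSO 0.5% final.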
aGal spleen mod – inhibits or activates alpha-galactosidase in human spleen homogenate; P06280; human spleen homogenate, 4MU-alpha-Gal fluorescence, 40 min; Potency, µM (titrated, usually from 80 µM), for inactives: top-dose activity change, negative = inhibition, hits mostly inhibitors; hit rate 0.008% among 240,000;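 also: potency is read from the fitted curve at half-maximal effect; 0% = enzyme with vehicle and -100% = no enzyme basal signal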
Target sequence (P06280 32-429 limits assumed): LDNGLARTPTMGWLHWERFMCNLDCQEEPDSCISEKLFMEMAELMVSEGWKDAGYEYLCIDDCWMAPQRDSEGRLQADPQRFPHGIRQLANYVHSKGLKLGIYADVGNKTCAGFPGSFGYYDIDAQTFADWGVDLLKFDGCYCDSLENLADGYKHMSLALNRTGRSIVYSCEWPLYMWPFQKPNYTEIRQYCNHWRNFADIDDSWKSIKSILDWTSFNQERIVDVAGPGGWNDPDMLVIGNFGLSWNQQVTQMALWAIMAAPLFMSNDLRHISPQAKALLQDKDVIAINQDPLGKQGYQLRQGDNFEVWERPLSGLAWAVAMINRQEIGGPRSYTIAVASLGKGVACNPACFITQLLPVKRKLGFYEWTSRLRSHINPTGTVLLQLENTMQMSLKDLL
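qHTS titration in buffer at pH 5.0. Alpha-galactosidase activity in spleen homogenate was measured via 4-methylumbelliferone release from 1 mM fluorogenic substrate after 40 min at 37C and a pH 10 stop. AC50 came from Hill fits of control-normalized data.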
NPSR antagonist – blocks cAMP signaling of the human neuropeptide S receptor. CHO-NPSR cells, cAMP TR-FRET, antagonist mode. Potency, µM (top dose mostly 38.3 µM), inactives show at the top dose activity change, negative = inhibition, usual class: inhibitors. hit rate 1% among 220,000; also: potency is read from the fitted curve at half-maximal effect; % is scaled to controls: 0 for no effect and ±100 for the full control effect; nearly all actives have a fitted effect of over 50% in size; many of its hits are not listed in these tables
Target sequence (Q6W5P4 whole entry, looked up): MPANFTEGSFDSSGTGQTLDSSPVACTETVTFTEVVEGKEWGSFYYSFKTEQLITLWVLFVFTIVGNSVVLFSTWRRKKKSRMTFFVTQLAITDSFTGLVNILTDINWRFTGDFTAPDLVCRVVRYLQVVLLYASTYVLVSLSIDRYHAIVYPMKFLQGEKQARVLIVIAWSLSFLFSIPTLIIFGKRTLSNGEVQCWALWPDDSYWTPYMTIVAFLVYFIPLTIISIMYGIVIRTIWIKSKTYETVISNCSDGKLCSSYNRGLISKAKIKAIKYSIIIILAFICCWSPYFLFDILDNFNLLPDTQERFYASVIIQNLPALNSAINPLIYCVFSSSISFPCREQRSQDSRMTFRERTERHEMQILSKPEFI
Epigenetic derep – derepresses silenced GFP reporter in murine cells | murine LDR cells, GFP reporter derepression, 30 h | AID 1865 | hit rate 0.2% among 280,000 | Potency, µM (top dose mostly 53.9 µM), inactives show at the top dose GFP activation, usual class: activators; also: potency is read from the fitted curve at half-maximal effect; % of control where 0% means no effect; nearly all actives have a fitted effect of over 60% in size
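Readout is the number of GFP-expressing murine LDR cells, counted by cytometry following washing. Cells were treated with compound for 30 h at 37 C; the stably integrated CMV-GFP locus is normally silent.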
IMPase Li cell – IMPase inhibition in cells with lithium potentiation. hit rate 0.35% among 210,000. CHO-M1 cells, IP1 TR-FRET (IP-One), carbachol + lithium. Potency, µM (top dose mostly 59.4 µM), for the others: at the highest dose activity, negative = IMPase inhibition, most hits filed as inhibitors;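 also: IP1 builds up when IMPase is blocked and the TR-FRET signal falls; potency is read from the fitted curve at half-maximal effect; plate controls were basal vehicle for no effect and high inhibitor control for full effect; nearly all actives have a fitted effect of over 50% in size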
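Readout is a homogeneous TR-FRET IP1 immunoassay (Ex 320, Em 665 and 620), where raised cytosolic IP1 lowers signal. Cells were CHO-M1 treated 30 min at 37C with test compounds plus a little lithium; AC50 values came from Hill-equation fitting.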
Luc counter – blocks Kinase-Glo luciferase, a counter-screen artifact | hit rate 0.28% among 200,000 | AID 1379 | Kinase-Glo luciferase, ATP luminescence, 8 min | Potency, µM (highest dose often 38.3 µM), for the others: top-dose activity change, negative = inhibition, usual class: inhibitors; also: potency is read from the fitted curve at half-maximal effect; % is scaled to controls: 0 for no effect and ±100 for the full control effect; nearly all actives have a fitted effect of over 60% in size
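Recombinant Kinase-Glo luciferase, 10 uM ATP (linear range), luciferin; imidazole pH 7.2 / KCl / MgCl2 / Tween / BSA buffer; 8 min RT; luminescence.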
Active calls of the source: *; ? = inconclusive; . = not tested or not shown; & = joins results of further samples; [ ] = another dose, or the depositor's remark. Unless noted, calls follow the shape of the dose curve; as a rule, active = well fitted curve in the direction sought with a large enough effect; inconclusive = small, poorly fitted or top-dose-only effect, or another doubt; inactive = no such curve, though single readings can be large; an effect the other way counts as inactive or inconclusive. This is a subset; the hit share may differ from the screen's.

| smiles | NPSR antagonist | IMPase Li cell | Epigenetic derep | CBFb-RUNX1 inh | aGal spleen mod | Luc counter | Lamin A splicing |
| --- | --- | --- | --- | --- | --- | --- | --- |
| COc1ccc(CCNC(=O)NC2CCCCC2)cc1OC | -1%[46.1 µM] | -3%[38.3 µM] | 0.0% | 9% | 4% | -1% | 5% |
| S=C(c1ccc(-c2cc(Cl)ccc2Cl)o1)N1CCOCC1 | -21%[46.1 µM] | 11%[38.3 µM] | 0.0% | ? | 3% | -2% | 2% |
| Cc1ccc(O)c(C2=Nc3ccccc3N=C(c3cccc([N+](=O)[O-])c3)C2)c1 | -40% | 0% | -0.1% | ? | 6% | -2% | . |
| O=C(Cn1[nH]c(=O)c2ccccc2c1=O)NCc1cccnc1 | -23%[46.1 µM] | 8%[38.3 µM] | -2.9% | 4% | -1% | -5% | 8% |
| COc1ccc2c(C)cc(SCC(=O)c3ccc4c(c3)OCO4)nc2c1 | ? | 9%[38.3 µM] | 5.9% | 5% | -7% | 1% | 25% |
| CN(C)c1ccc(NC2=C([N+](=O)[O-])CS(=O)(=O)C2)cc1 | -14%[46.1 µM] | 60%[activator][38.3 µM] | 16µM* | -19% | -1% | -6% | 25% |
| Cc1c(Cl)ccc2c(C(N)=O)cc(-c3ccccn3)nc12 | ? | ? | 1.1% | 4% | -3% | . | . |
| Cc1c(/C=N/Nc2ccc(C(=O)O)cc2)c2ccccc2n1C | -11% | . | -0.3% | 0% | 3% | . | . |
| Cc1cc(C(=O)NNc2c(Cl)cccc2Cl)n(C(C)(C)C)n1 | -11% | . | 1.1% | -4% | 11% | . | . |
| CCOC(=O)N1CCN(C(=O)CS(=O)Cc2nc(-c3ccc(C)cc3)oc2C)CC1 (configuration not stated) | -7%[46.1 µM] | -3%[38.3 µM] | 3.7% | 2% | -6% | 1% | -8% |
| O=C(N/N=C/c1cc(Br)cc(Br)c1O)c1cccc(S(=O)(=O)N2CCOCC2)c1 | -24% | . | 2.2% | 10% | -14% | . | . |
| CCC(NC(=O)NCCCn1ccnc1)(C(F)(F)F)C(F)(F)F | -8%[46.1 µM] | -22%[38.3 µM] | 1.1% | -8% | -3% | 1% | 5% |
| Cc1ccc2cc(C=O)c(Cl)nc2c1 | 14% | -4% | 0.9% | 1% | -12% | 3% | . |
| Cc1ccc(S(=O)(=O)N(C)CC(=O)OCC(=O)NC(=O)NC(C)C)cc1 | 1% | . | 0.0% | 11% | 7% | . | . |
| O=C(Nc1ccc2c(c1)Cc1ccccc1-2)c1cccnc1 | 2% | -1% | 0.0% | 5% | 5% | 0% | . |
| COc1ccc(N(C(=O)CSCC(=O)Nc2cc(C)on2)C(C(=O)NC2CCCCC2)c2ccc(O)c(O)c2)cc1 (configuration not stated) | -50% | 0% | 0.0% | -20% | -5% | -1% | -9% |
| CCOC(=O)Cn1c(=O)c2c(nc(Br)n2Cc2ccccc2)n(C)c1=O | -8%[46.1 µM] | -10%[38.3 µM] | -0.5% | 10% | -5% | -4% | ? |
| C=CCOc1ccc2c(c1)C(=NO)c1cc(OCC=C)ccc1-2 | -19%[46.1 µM] | 38%[activator][38.3 µM] | -1.8% | -12% | -9% | 1% | ? |
| CCOC(=O)c1ccc2c(c1)nc(COc1ccccc1C#N)n2CC | -2%[46.1 µM] | 1%[38.3 µM] | -2.0% | -7% | 2% | -3% | 11% |
| CC1=CC(C)(C)N(C(=O)CSc2nnc(C)s2)c2ccc(C)cc21 | -18%[46.1 µM] | 0%[38.3 µM] | -0.9% | 0% | 3% | -4% | 2%[0.0737 µM] |
| COCCNCc1ccc(C(C)C)cc1 | 13% | 1% | -1.9%[10.1 µM] | 1% | 2% | -1% | . |
| COc1ccc(C(CCNCc2ccccc2F)c2ccc(F)cc2)cc1 (configuration not stated) | -50% | 18% | 1.3% | -24% | 0% | -4% | ? |
| CCCC(C)C(=O)Nc1nnc(C)s1 (configuration not stated) | 8%[46.1 µM] | 1%[38.3 µM] | -1.6% | 4% | 1% | 0% | 3% |
| CCN(C(=O)c1ccc2c(OC)n(CC)nc2c1)c1ccc(OC)cc1 | 2%[46.1 µM] | -11%[38.3 µM] | -1.1% | 0% | -3% | 2% | -6% |
| COc1ccc2[nH]c(=O)c3c(c2c1)OC(C)(C)C=C3 | 1%[46.1 µM] | 0%[38.3 µM] | 5.1%&2.3%&-0.3% | 6% | 17%&7%&11% | -2%&-5%&-1% | ? |
| CC(C(=O)Nc1c2c(cc3c1CCC3)CCC2)N1CCCC1 (configuration not stated) | 6% | 19% | 0.0% | -3% | 3% | -2% | 2% |
| O=C(Nc1ncc2c(n1)CC(c1ccco1)CC2=O)c1ccccc1 (configuration not stated) | -9%[46.1 µM] | 3%[38.3 µM] | -0.1% | 3% | -8% | 2% | -1% |
| Cn1c(=O)n(Cc2ccco2)c(=N)c2c3c(sc21)CCCC3 | 1% | 10% | 0.0% | 0% | 8% | -3% | . |
| Cc1ccc(Oc2ncccc2/C=N/OCc2ccc(Cl)c(Cl)c2)cc1 | -16%[46.1 µM] | 3%[38.3 µM] | 0.8% | 20% | -2% | 2% | 17% |
| O=S(=O)(CCn1cccc1)CCn1cccc1 | -12%[46.1 µM] | 0% | 0.0% | -1% | 3% | -1% | -1% |
| CN1C(=O)c2ccccc2Sc2ccc(NC(=O)N3CCCC3)cc21 | -11%[46.1 µM] | -14%[38.3 µM] | 0.8% | 3% | -8% | 4% | -7% |
| CCCn1cc(CN2CCCC(C(=O)c3cccc(OC(C)C)c3)C2)c(C)n1 (configuration not stated) | 25% | 20% | 1.0% | 2% | 0% | -1% | 22%[46 µM] |
| CCOc1ccccc1OCC(=O)Nc1ccc(N2CCCCC2)cc1 | -26%[46.1 µM] | 34%[38.3 µM] | -6.3% | -30% | -2% | -2% | ? |
| Cc1ccc(C(C(=O)NC2CCCCC2)N(Cc2ccco2)C(=O)Cc2c[nH]c3ccccc23)o1 (configuration not stated) | ? | 24%[38.3 µM] | 1.5% | -9% | -11% | 7% | ? |
| COc1ccc(S(=O)(=O)Nc2ccc(NC(C)=O)cc2)cc1Br | 2% | 2% | -0.2% | 0% | -2% | -1% | ? |
| CC(C)CC(C(=O)Nc1ccccc1)N1C(=O)C2C3C=CC(C3)C2C1=O (configuration not stated) | 1% | 7% | 1.1% | -4% | 4% | 0% | ? |
| NS(=O)(=O)c1ccc(NC(=S)NCC2CCCO2)cc1 (configuration not stated) | 11% | -2% | 0.0% | 8% | 2% | 3% | 10% |
| c1cncc(-c2nc(-c3cccs3)cs2)c1 | -3%[46.1 µM] | -5%[38.3 µM] | -2.6% | 1% | -2% | 0% | 19% |
| O=C(NCc1ccccn1)C(=O)Nc1nc(-c2ccccc2)cs1 | 11% | . | 1.1% | 3% | -2% | . | . |
| COc1cccc(C(=O)COc2ccc3c(C)c(Cc4ccccc4)c(=O)oc3c2C)c1 | -9% | 3% | -3.2% | -5% | -3% | -1% | -5% |
| CCCCSc1nnc(CNC(=O)C23CC4CC(CC(C4)C2)C3)n1Cc1ccccc1 | ? | 3% | 0.0% | 2% | 0% | 1% | -5% |
| CCOC(=O)c1ccc(NC(=O)C2C3C=CC(C3)C2C(=O)O)cc1 (configuration not stated) | -21%[46.1 µM] | -21%[38.3 µM] | -4.3% | -5% | -4% | 8% | 12% |
| COc1ccc(NC(=S)NCCC2=CCCCC2)cc1OC | -11% | 7% | -0.1% | -5% | 3% | 4% | -6%[46 µM] |
| CC(NC(=O)C12CC3CC(CC(C3)C1)C2)C(=O)N/N=C/C1=C(N2CCOCC2)C(=C\c2ccccc2)/CC1 (configuration not stated) | -52% | -12% | -1.5% | -8% | -2% | 3% | ? |
| Cc1nc2cnc(OCc3ccccc3)nc2n(Cc2ccc(F)cc2)c1=O | . | 29% | . | . | -9% | -2% | . |
| CSc1nnc2c3ccccc3n(Cc3ccccc3)c2n1 | ? | ? | -2.0% | -1% | -3% | -3% | -1% |
| CC(C)Oc1ccc(C(=O)N/N=C/c2ccc(-c3ccc(S(=O)(=O)Nc4ncccn4)cc3)o2)cc1 | -19%[46.1 µM] | 6%[38.3 µM] | 1.0% | -10% | 10% | 1% | -5% |
| COc1ccc(-n2c(CNC(=O)c3cccs3)n[nH]c2=S)cc1 | 0% | -2% | 7.9% | 2% | -7% | 1% | ? |
| CC(=O)c1c(C)[nH]c(C(=O)Nc2c(C)n(C)n(-c3ccccc3)c2=O)c1C | -12%[46.1 µM] | 0%[38.3 µM] | 1.4% | 0% | 0% | 0% | ? |
| O=C(/C=C/c1ccc([N+](=O)[O-])cc1)NNC(=O)C1CC1 | -2% | 3% | -2.3% | 7% | -2% | 1% | ? |
| CCN(CCCNC(=O)C1CCN(S(=O)(=O)N2CCOCC2)CC1)c1cccc(C)c1 | -5%[46.1 µM] | 1%[38.3 µM] | -1.1% | -1% | -4% | -2% | 2% |
| O=C(NNC(=O)C1CC=CCC1C(=O)O)c1cccs1 (configuration not stated) | 2% | -6% | 5.3% | -2% | -4% | -1% | . |
| COc1cc([N+](=O)[O-])ccc1NC(=O)CC(C)C | 1% | -5% | -0.9% | 4% | -18% | -4% | 4% |
| N#CCc1ccc(Oc2ccc([N+](=O)[O-])cn2)cc1 | -21% | . | -3.1% | 0% | 13% | . | . |
| CCOC(=O)c1nn(-c2ccc(C)c(C)c2)cc1O | 0%[46.1 µM] | 20%[38.3 µM] | 1.7% | -2% | 3% | -7% | -6% |
